Insulin prom inh: TRM-6 insulin promoter activity inhibition | TRM-6 cells (human fetal islet line), insulin promoter-eGFP reporter, imaging; reporter expression induced with tamoxifen | inhibition, % at 2 µM | actives 0.9% (n = 130,000);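 active = inhibition above the mean plus 3 SD, with well images judged a real hit on visual review, cut at about 60% in these data, passing the limit was not always enough; inconclusive = inhibition over the cutoff but images rejected on review; inactive = inhibition not above the cutoff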
SDO1 yeast rescue: compounds rescuing growth of sdo1-depleted yeast, bone marrow failure model; z-score at 10 µM; S. cerevisiae sdo1-depleted JHY4D growth rescue, OD600 30 h; active compounds read high; pdr5 snq2 efflux-pump mutant strain; actives 0.21% (n = 140,000); AID 817;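 active = z-score above 3 at both the 24 hr and the 30 hr optical density reads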;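 note: z-score against mean and SD of all compound wells on the same plate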
SDO1 yeast rescue Rescue 24 h: further read-out of SDO1 yeast rescue, marked with its call; z-score; S. cerevisiae sdo1-depleted JHY4D growth rescue, OD600; measured here: growth rescue at 24 h;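 0 is the plate mean of compound wells and units are plate SD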
* = called active by the depositor; ? = inconclusive; / = no result given; & = joins results of further samples. Not all compounds are listed; count on the stated rates, not on these rows.

SDO1 yeast rescue Rescue 24 h	molecule	Insulin prom inh	SDO1 yeast rescue
-0.61	COc1ccc(CNC(=O)c2ccc3c(c2)N(C)C(=O)CS3=O)cc1 (stereo not given)	/	0
-0.68	O=C(Cn1nc(-c2ccccc2F)ccc1=O)NCc1ccc2c(c1)OCO2	-3.2	0.01
0.17	O=C(Nc1ccc(C(=O)N2CCOCC2)cc1)Nc1cccc(Cl)c1	11.1	0.05
-1.49	CCCCOC(=O)Nc1cc(OC)c(Cl)cc1OC	22.8	-0.85
/	CCN(CC)CCCN1C(=O)C(=O)/C(=C(/O)c2ccc3c(c2)OCO3)C1c1ccccn1 (stereo not given)	-12.3	/
-0.36	Cc1ccc(S(=O)(=O)Nc2ccc3nc(N)sc3c2)cc1	21.4	-0.36
-1.49	C/C(=N\NC(=S)Nc1c(C)cccc1C)c1ccc(OC(F)F)cc1	33.3	-0.88
-0.2	O=S(=O)(NCC(c1ccco1)N1CCN(c2ccccc2F)CC1)c1ccccc1 (stereo not given)	-18.8	-0.81
/	CCN(C(=O)c1cc2ccccc2o1)C12CC3CC(CC(C3)C1)C2	-41.7	/
0.54	O=C(Nc1cccc(S(=O)(=O)N2CCCCC2)c1)c1ccc2c(=O)n3c(nc2c1)CCCCC3	/	0.64
-0.23	Cc1ccc2nc(C)cc(N3CCOCC3)c2c1	17.2	0.39
1.43	CN(C)C(=S)NC1(C)CCS(=O)(=O)C1 (stereo not given)	37.0	1.06
3.63	C=C1c2ccc(C)cc2NC(=O)N1c1ccccc1	-51.6	2.76
-0.23	COC(=O)c1ccc(NC(=O)c2ccco2)cc1	/	0.81
1.92	O=C(O)CCCC(=O)NS(=O)(=O)c1ccc(Cl)cc1	-392.9	1.43
-0.38	CCOC(=O)CSC1=C(C#N)C(c2ccccc2Cl)C(C(=O)OC)C(=O)N1 (stereo not given)	/	-0.3
7.85*	O=C(CSc1nnc(-c2ccco2)n1Cc1ccco1)NCc1cccs1	/	6.45*
0.59	CSc1nc2ccc(NS(=O)(=O)c3ccccc3F)cc2s1	6.5	-0.52
-0.18	Cc1ccc(N(CN2CCCC2=O)C(=O)c2ccc(C)c(C)c2)cc1	-53.3	0.32
/	CC(C)(C)NC(=O)NC(=O)CN1CCN(c2ccc(O)cc2)CC1	63.6	/

The listing continues.
SDO1 yeast rescue Rescue 24 h	molecule	Insulin prom inh	SDO1 yeast rescue
/	O=C(C1COc2ccccc2O1)N1CCN(c2ccccc2Cl)CC1 (stereo not given)	-66.7	/
0.7	N#Cc1cc([N+](=O)[O-])cnc1Nc1ccccc1	-34.5	1.04
-0.25	C#CCOCCOCCOCCNc1nc(N2CCN(C(=O)Cn3cc(CC(C)O)nn3)CC2)nc(N2CCN(C(=O)[C@H]([C@@H](C)CC)n3cc(CCCN=C(N)N)nn3)CC2)n1 (stereo not given in full)	40.0	0.33
-0.24	COc1cc(C2C(C(C)=O)=C(O)C(=O)N2c2ccc(Br)cn2)ccc1O (stereo not given)	46.1	-0.09
-0.95	CSC1=C(C#N)C(C)CC(=O)N1 (stereo not given)	-356.2	0.46
-0.98	CCO/C(C)=N/n1c2nc3ccccc3nc2c2c(=O)n(CC(C)C)c(C)nc21	/	-0.48
/	COC(=O)c1cccc(NC(=O)COc2cccc([N+](=O)[O-])c2)c1	42.1	/
-1.26	O=C(/C(=C/c1cccc(Cl)c1)c1nc2ccccc2[nH]1)c1ccccc1	/	-1.96
1.37	Cc1ccc(NC(=O)c2ccc(N/N=C/c3cccc(O)c3)c([N+](=O)[O-])c2)cc1	25.0	0.19
0.11	CCO/C([O-])=N/c1c[n+](N2CCOCC2)no1	39.1	0.29
-0.39	COCCn1c(SCc2nc3ccccc3s2)nc2ccccc21	-9.1	-1.1
0.36	Cc1ccc(-n2c(=O)cc(N3CC(C)CC(C)C3)[nH]c2=O)cc1 (stereo not given)	72.7*	0.4
2.36	Cc1ccc(C)c(NC2=NCC(=O)N2c2ccc3c(c2)OCCO3)c1	57.1	2.54
-0.2	CC1(C)Cc2c(C#N)c(OCC(=O)c3ccc(Cl)cc3)nc(-c3ccoc3)c2CO1	-9.1	-0.6
-0.19	COc1ccc(Cc2nnc(SCC(=O)N3CCN(c4ccccc4)CC3)o2)cc1	46.1	-0.06
0	O=C(c1cnn2cccnc12)N1CCN(c2ccccc2)CC1	-4.5	0.64
-1.34	O=C(Cn1nc(Cl)nc1Cl)c1cc2ccccc2oc1=O	/	-1.58
-0.31	C1=C(CCNC2=NCCCCC2)CCCC1	35.7	0.26
0.81	CCN(CC)C(=O)c1cn(C)c2ccc(S(=O)(=O)N(CC)CC)cc2c1=O	/	0.58
0.03	Cc1c(NC(=O)c2ccccc2F)c(=O)n(-c2ccccc2)n1C	-12.1	-0.01

Record cards, from the list above. Values in the order: SDO1 yeast rescue Rescue 24 h, Insulin prom inh, SDO1 yeast rescue
Entry for `CCOC(=O)CSC1=C(C#N)C(c2ccccc2Cl)C(C(=O)OC)C(=O)N1` (stereo not given) : -0.38, /, -0.3
Entry for `Cc1ccc2nc(C)cc(N3CCOCC3)c2c1` : -0.23, 17.2, 0.39
Entry for `Cc1ccc(C)c(NC2=NCC(=O)N2c2ccc3c(c2)OCCO3)c1` : 2.36, 57.1, 2.54
Entry for `CC1(C)Cc2c(C#N)c(OCC(=O)c3ccc(Cl)cc3)nc(-c3ccoc3)c2CO1` : -0.2, -9.1, -0.6
Entry for `O=C(Cn1nc(Cl)nc1Cl)c1cc2ccccc2oc1=O` : -1.34, /, -1.58

(cont.)
SDO1 yeast rescue Rescue 24 h	molecule	Insulin prom inh	SDO1 yeast rescue
1.04	Cc1csc(NC(=O)CCSCCc2ccccn2)n1	/	0.76
-0.8	Cc1nn(-c2ccccc2)c(Cl)c1C(=O)N1CCN(c2ncnc3c2cnn3-c2ccccc2)CC1	/	-1.44
-0.82	COc1ccc(CNn2c(-c3cccc(C)c3)nc3ccccc3c2=O)cc1OC	0.0	-1.29
-0.69	O=S(=O)(c1ccccc1)c1cnc(-c2cccnc2)nc1-c1ccc(Cl)c(Cl)c1	45.5	-2.14
-0.27	CN(C=[N+](C)C)c1cccc2c1C(=O)c1ccccc1C2=O	/	-0.08
0.63	CCC(C(=O)NC(C)(C)C)N(C(=O)Cn1nnc(-c2cccs2)n1)c1cnc2ccccc2c1 (stereo not given)	2.7	0.36
0.58	COc1cc2cc(CN(Cc3nnnn3Cc3ccccc3)CC3CCCO3)c(=O)[nH]c2cc1OC (stereo not given)	/	1.38
0.07	CCCC(c1nnnn1Cc1cccs1)N1CCN(c2ccc(OC)cc2)CC1 (stereo not given)	9.7	-0.22
/	COCCNc1nc(-c2ccc(OC)cc2)c(-c2ccc(OC)cc2)s1	25.0	/
-1.66	COc1ccc(-c2cc(C(F)(F)F)n3ncc(C(=O)NCC4CCCO4)c3n2)cc1 (stereo not given)	-40.0	-2.11
0.24	Cc1cc(NC(=O)c2cc3ncc(Br)cn3n2)no1	0.0	0.32
-0.25	O=C1CN(C(=O)COC(=O)COc2ccc3c(c2)CCC3)c2ccccc2N1	-33.3	-0.07
-0.11	COc1cccc(-n2c(C)nn(C)c2=O)c1	/	0.9
0.69	CCOC(=O)c1cc(-c2ccccc2)sc1NC(=O)CC(C)C	2.8	0.09
-0.87	Cc1ccc(CNC(=O)c2ccc(N3CCCC3=O)cc2)cc1	13.3	0.06
-0.63	O=C(COC(=O)c1ccccn1)NCc1ccccc1	/	0.16
-0.55	Nc1nc2n(c1C(=O)c1ccccc1)CCC2	51.4	-0.08
0.85	CC1(C)CC(=O)C/C(=N/NC(=O)CCCOc2ccc(Cl)cc2Cl)C1	/	1.31
0.14	Clc1ccc(OCc2nc(-c3ccc(Br)o3)no2)cc1	/	-0.08
1.4	COc1ccc(CNc2nc(-c3ccccc3)nn2C(=O)c2cccs2)cc1	7.1	-0.7

New compounds follow
SDO1 yeast rescue Rescue 24 h	molecule	Insulin prom inh	SDO1 yeast rescue
0.97	CCn1c(-c2cc3c(C(F)(F)F)nn(C)c3s2)n[nH]c1=S	25.8	0.85
0.05	Cc1nn(-c2ccccc2)c(Cl)c1/C=N/NC(=O)CNC(=O)c1ccccc1Cl	/	0.23
-0.18	COc1ccc(C(=O)O)cc1S(=O)(=O)N(C)CCc1cccnc1	-9.7	0.35
0.96	COc1ccc([N+](=O)[O-])cc1NC(=O)CSc1nc(C)c(C)c(C)n1	3.5	0.13
0.18	CNC(=O)COC(=O)[C@@H](Nc1ccc(S(=O)(=O)N2CCOCC2)cc1[N+](=O)[O-])C(C)C	38.5	0.7
-1.05	Cc1ccc(C2CC(=O)NC3=C2C(=O)CCC3)cc1Br (stereo not given)	-30.3	-0.71
-1.14	COc1ccc(N2C(=O)CC(N3CCC(O)(c4cccc(C(F)(F)F)c4)CC3)C2=O)cc1 (stereo not given)	/	-1.03
-0.32	COC1(c2ccccc2)NC(=S)NN=C1c1ccccc1 (stereo not given)	37.0	-0.25
/	N#CCSc1nn(-c2ccc(F)cc2)c(=S)s1	33.3	/
-0.87	CCOc1cccc(NC(=O)C2CC(=O)N(C)C(=Nc3ccccc3)S2)c1 (stereo not given)	-25.0	-0.05
-0.79	CCSc1nc2c(sc3ccccc32)c(=O)n1C(C)C	-26.8	-0.42
2.25	c1cc(CNC2=NCCCCC2)ccn1	?	1.8
-1.07	O=C(CNC(=S)NC(=O)c1ccccc1)c1ccccc1	34.4	-0.46
-0.47	CCCCCn1c(CN2CCN(C(=O)OCC)CC2)nc2c1c(=O)[nH]c(=O)n2C	40.0	0.01
0.79	COc1cccc(S(=O)(=O)Nc2cccc(C(=O)N3CCOCC3)c2)c1	-465.7	0.96
/	COc1ccc(CCNC(=O)c2ccc(=O)[nH]c2)cc1	46.1	/
-1.01	CCOC(=O)c1ccc(N2C(=O)CC(N3CCCC(C)C3)C2=O)cc1 (stereo not given)	13.3	-0.86
-0.64	CCC(=O)Nc1cccc(NC(=O)c2cccc([N+](=O)[O-])c2)c1	/	0.06
-0.15	COc1ccc(CCNC(=O)[C@@H]2C[C@H]2c2ccccc2)cc1OC	-36.4	0.91
0.57	c1ccc(C2(CNc3ccccn3)CCCC2)cc1	19.4	0.25

Other records follow:
SDO1 yeast rescue Rescue 24 h	molecule	Insulin prom inh	SDO1 yeast rescue
0.03	CC1CCCC(C)N1CC(C)(C)NS(=O)(=O)c1ccc(Cl)cc1 (stereo not given)	25.7	-0.2
/	Cc1cc([N+](=O)[O-])ccc1N=Nc1c(N)[nH]n(-c2ccccc2)c1=O	11.1	/
-0.76	COc1cc([N+](=O)[O-])ccc1NC(=S)Nc1cccc(C(=O)O)c1	9.7	0.11
-1.67	N=c1n(CCN2CCOCC2)c2ccccc2n1CC(=O)c1ccc(Cl)c(Cl)c1	/	-2.08
0.99	COc1ccc(-c2nnc(SC(C)C(=O)Nc3ccc4c(c3)OCCO4)o2)cc1 (stereo not given)	/	0.17
-1.18	Cc1sc2ncnc(N3CCCCC3C)c2c1C (stereo not given)	/	-1.22
/	COCCNC(=O)CCC(=O)NNc1nc2ccccc2c2nc(C)nn12	7.1	/
-0.09	Cc1cc(C)nc(NS(=O)(=O)c2ccc(NC(=O)CCC3COc4ccccc4O3)cc2)n1 (stereo not given)	68.8	0.2
1.08	CCOC(=O)CCc1c(C)nc2ncnn2c1C	/	0.79
0.7	CCN(CC)CC(=O)NCc1cc(-c2ccc(OC)cc2)no1	20.4	0.49
-0.67	O=C(CSc1nnc(CNC(=O)c2cccs2)o1)NC1CCCC1	22.2	-0.66
-0.22	Cc1ccc(NC(=O)Cn2c(=O)oc3cc(S(=O)(=O)N4CCC(C)CC4)ccc32)cc1C	/	-1.28
-0.43&1.01	CC(=O)c1c(C)nc(-c2ccccc2)n1O	8.6	-0.28&0.67
-0.03	COc1ccccc1N(CC(=O)NCc1ccccc1)C(=O)CCC(=O)Nc1cc(C)ccn1	4.5	0.46
-0.72	CCOC(=O)N1CCC(NC(=O)CCCN2C(=O)CSc3ncccc32)CC1	/	-0.28
-0.51	COc1ccc(OCCn2cc(/C=N/NC(=O)c3ccncc3)c3ccccc32)cc1	14.3	-0.63
/	O=C1c2ccccc2NC(c2ccccn2)N1NS(=O)(=O)c1ccccc1 (stereo not given)	55.6	/
0.24	COc1cccc(Sc2ccccc2CN(C)C)c1	28.6	0.43
-0.98	COc1ccccc1N1CCN(C(=O)C(Cc2ccccc2)NC(=O)C2CCCCC2)CC1 (stereo not given)	-150.0	-1.21

Structures listed so far that have a cyano group:
SDO1 yeast rescue Rescue 24 h	molecule	Insulin prom inh	SDO1 yeast rescue
-0.38	CCOC(=O)CSC1=C(C#N)C(c2ccccc2Cl)C(C(=O)OC)C(=O)N1 (stereo not given)	/	-0.3
0.7	N#Cc1cc([N+](=O)[O-])cnc1Nc1ccccc1	-34.5	1.04
-0.95	CSC1=C(C#N)C(C)CC(=O)N1 (stereo not given)	-356.2	0.46
-0.2	CC1(C)Cc2c(C#N)c(OCC(=O)c3ccc(Cl)cc3)nc(-c3ccoc3)c2CO1	-9.1	-0.6
/	N#CCSc1nn(-c2ccc(F)cc2)c(=S)s1	33.3	/
